TAAR1 antag: human TAAR1 antagonism; inhibition, % at 3 µM; AID 624466; actives 1.5% (n = 360,000); Q96RJ0; CHO RD-HGA16 TAAR1, Fluo-8 calcium fluorescence, antagonist;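 active means inhibition above a per-plate cutoff, the mean inhibition of test compounds on that plate plus 3 SD, cut at about 49% in these data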;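 further: 0% = DMSO plus EC80 beta-PEA response and 100% = DMSO alone without agonist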
Target sequence (Q96RJ0 whole entry, looked up): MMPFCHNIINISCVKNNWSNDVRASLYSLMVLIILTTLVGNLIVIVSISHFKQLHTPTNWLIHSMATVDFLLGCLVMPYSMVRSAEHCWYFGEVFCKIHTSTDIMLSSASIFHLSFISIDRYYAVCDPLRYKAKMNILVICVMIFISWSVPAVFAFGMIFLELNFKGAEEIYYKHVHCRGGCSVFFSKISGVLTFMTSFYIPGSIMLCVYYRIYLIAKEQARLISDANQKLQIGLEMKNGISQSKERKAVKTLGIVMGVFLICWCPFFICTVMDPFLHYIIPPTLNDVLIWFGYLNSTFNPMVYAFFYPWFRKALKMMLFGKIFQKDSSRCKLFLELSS
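Test system: hTAAR1-expressing CHO RD-HGA16 cells, Gα16-coupled; Probe or stimulus: EC80 β-phenethylamine stimulus; Compound dosing: single nominal final test compound concentration of 3 µM; Timing: 140 s kinetic read after compound, 140 s after agonist; Signal: Fluo-8 calcium-sensitive fluorescence; Measure: % inhibition of agonist calcium response; Controls: DMSO and EC80 PEA controls.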
CHO parental Ca: counter-screen for OX1R antagonists: effect in parental CHO cells; parental CHO-K1, ATP-induced calcium, Fluo-8 fluorescence; inhibition, % at 5.6 µM; actives 0.63% (n = 330,000);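 active means inhibition above that plate's mean sample inhibition plus 3 SD, cut at about 26% in these data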;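 further: 0% = ATP-challenged DMSO wells and 100% = DMSO wells without ATP; some compounds past the cut are filed as inactive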
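test system = CHO parental line | reagent = ATP stimulus | measured by = intracellular calcium via Fluo-8 no-wash fluorescent dye | control set = ATP and no-ATP DMSO wells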
CHO-K1 Ca antag: nonselective inhibitor or artifact in parental CHO-K1 cells; ATP-induced calcium, Fluo-8 fluorescence; inhibition, % at 3 µM; actives 0.6% (n = 360,000); AID 602250;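 active means inhibition above a per-plate cutoff, the plate's mean sample inhibition plus 3 SD, cut at about 24% in these data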;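 further: 0% = DMSO plus EC80 ATP and 100% = DMSO alone without ATP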
CHO-K1 Ca PAM: counter-screen for M1 PAMs: effect in parental CHO-K1 cells; ATP EC20, Fluo-8 calcium fluorescence; 0% at ATP EC20, 100% at ATP max; activation, % at 3 µM; actives 0.02% (n = 360,000); AID 602247;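 active means activation above the run cutoff, the mean activation of all test compounds plus 3 SD, cut at about 40% in these data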;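 further: peak over basal fluorescence ratio in a 140 s read after ATP addition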
TAAR1 ag: agonists of human TAAR1 | actives 0.99% (n = 360,000) | Q96RJ0 | CHO RD-HGA16 TAAR1, Fluo-8 calcium fluorescence; vehicle wells 0%, saturating PEA agonist 100% | activation, % at 3 µM;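 active means activation above the mean activation of all test compounds in the run plus 3 SD, cut at about 38% in these data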
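Signal – calcium-sensitive Fluo-8 signal, excitation 470-495, emission 515-575 nm · System – RD-HGA16 (CHO) cells co-expressing Gα16 and hTAAR1 · Incubation – 17-24 h seeding, 75 min 37 °C dye, 30 min RT · Compound dosing – 3 µM single concentration · Repeats – no replicates (n 1)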
OXTR potentiator: human OXTR potentiation. CHO-OTR cells, Fluo-8 calcium fluorescence, potentiator mode; 0% = oxytocin EC15, 100% = EC100. activation, % at 3 µM. actives 0.061% (n = 320,000);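 active means activation above that plate's cutoff, the mean activation of tested compounds plus 3 SD, cut at about 6.6% in these data, passing the limit was not always enough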;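 further: 100% uses oxytocin at 75 nM as the full agonist control; some results filed as inactive read as strong as hits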
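System: human OTR in CHO cells / Also added: sub-maximal oxytocin, roughly EC15 / Control set: EC15 oxytocin low, 75 nM oxytocin high / Schedule: 6 min compound pre-incubation at room temperature, 100 s kinetic read / Compound: single-point 3.0 µM / Replication: singlicate / Technique: Fluo-8 calcium dye fluorescence / Read-out basis: % activation of max/min ratio relative to oxytocin controls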
CHO-K1 Ca ag: M1 agonist counterscreen hit in parental CHO-K1 cells; AID 602248; actives 0.48% (n = 360,000); activation, % at 3 µM; Fluo-8 calcium fluorescence; scaled to maximal ATP response, vehicle zero; in the data active means activation above about 15%;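 further: untransfected CHO-K1 host cells lacking M1 receptor as counterscreen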
CHRM1 antagonist: blocks human M1 muscarinic receptor; CHO-K1 hM1, Fluo-8 calcium fluorescence, ACh EC80 antagonist; AID 588852; inhibition, % at 3 µM; P11229; actives 1.3% (n = 360,000);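 active means percent inhibition above its own plate's cutoff, namely the mean of that plate's compound wells plus 3 SD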;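 further: peak over basal fluorescence ratio during 140 s after agonist addition; 0% = ACh EC80 plus DMSO and 100% = DMSO alone without agonist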
Target sequence (P11229 whole entry, looked up): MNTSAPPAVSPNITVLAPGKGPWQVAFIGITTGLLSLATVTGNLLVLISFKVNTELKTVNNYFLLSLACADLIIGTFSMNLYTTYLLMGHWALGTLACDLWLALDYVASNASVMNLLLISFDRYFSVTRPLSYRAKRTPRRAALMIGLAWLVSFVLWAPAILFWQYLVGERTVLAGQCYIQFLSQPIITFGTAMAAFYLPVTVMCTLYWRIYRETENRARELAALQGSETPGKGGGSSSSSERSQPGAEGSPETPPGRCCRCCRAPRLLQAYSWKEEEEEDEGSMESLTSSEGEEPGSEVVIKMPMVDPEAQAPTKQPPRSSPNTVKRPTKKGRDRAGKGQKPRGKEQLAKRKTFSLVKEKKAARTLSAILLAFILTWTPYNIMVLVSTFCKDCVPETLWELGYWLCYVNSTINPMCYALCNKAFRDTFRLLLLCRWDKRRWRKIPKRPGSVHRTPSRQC
M1 ag: agonists of human M1 muscarinic receptor; P11229; CHO-K1 hM1, Fluo-8 calcium fluorescence, agonist mode; 0% DMSO, 100% acetylcholine EC100; activation, % at 3 µM; actives 0.33% (n = 360,000); AID 588814;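 active means activation above the run's mean compound activation plus 3 SD, cut at about 16% in these data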;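 further: peak over basal fluorescence ratio within a 140 s kinetic read after compound addition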
Active calls of the source: *; . = not tested or not shown.

1	COc1ccc(CNC(=O)CCN2C(=O)c3ccccc3C2=O)cc1
2	O=C(CCc1nnc(CCCc2ccccc2)o1)NCCCC1CCCC1
3	O=C(CCCn1c(=O)[nH]c2ccsc2c1=O)Nc1ccc(F)cc1
4	CC(C)[C@H](NC(=O)c1ccccc1F)C(=O)OCC(=O)NC(=O)NC1CCCCC1
5	CC(=O)Nc1ccc(NC(=S)Nc2ccc(F)cc2)cc1
6	Cc1ccc(OCC(=O)NNC(=O)C(C)Sc2ncnc3sc(C)c(C)c23)cc1 (stereo not drawn)
7	CC(C)c1ccc(NC(=O)CNS(=O)(=O)c2ccc(F)cc2)cc1
8	COc1ccc(/C=C2\N=C3CCCCCN3C2=O)cc1OC

| Compound | 1 | 2 | 3 | 4 | 5 | 6 | 7 | 8 |
| --- | --- | --- | --- | --- | --- | --- | --- | --- |
| CHRM1 antagonist | -20.2 | 3.8 | -1.1 | 6.5 | -1.6 | 11.7 | -1.4 | -4.1 |
| CHO-K1 Ca PAM | 0.9 | 10.9 | -10.7 | -13.0 | 6.0 | 0.1 | 11.5 | 28.7 |
| TAAR1 ag | 1.7 | 9.0 | . | 7.2 | 2.0 | 7.8 | 6.9 | 0.8 |
| CHO-K1 Ca ag | 0.3 | 1.1 | 0.5 | 3.4 | -0.6 | 1.0 | 9.9 | 0.1 |
| CHO parental Ca | -4.7 | -27.7 | -5.1 | -17.0 | -4.4 | -21.7 | -7.8 | -9.6 |
| CHO-K1 Ca antag | 0.7 | -8.9 | -2.1 | -5.0 | 6.0 | 6.8 | -10.8 | -15.2 |
| M1 ag | -1.2 | -11.4 | 0.6 | 2.5 | -4.0 | -2.4 | -2.3 | -3.5 |
| OXTR potentiator | -0.1 | -20.6 | 4.6 | -7.2 | -5.7 | 2.2 | -13.8 | -18.1 |
| TAAR1 antag | 0.1 | -5.9 | . | 15.9 | 13.5 | -4.8 | -4.4 | 2.7 |

Arranged by the number under M1 ag (falling): some entries from above.
nr	SMILES	CHRM1 antagonist	M1 ag	OXTR potentiator	TAAR1 antag
4	CC(C)[C@H](NC(=O)c1ccccc1F)C(=O)OCC(=O)NC(=O)NC1CCCCC1	6.5	2.5	-7.2	15.9
3	O=C(CCCn1c(=O)[nH]c2ccsc2c1=O)Nc1ccc(F)cc1	-1.1	0.6	4.6	.
6	Cc1ccc(OCC(=O)NNC(=O)C(C)Sc2ncnc3sc(C)c(C)c23)cc1 (stereo not drawn)	11.7	-2.4	2.2	-4.8

Carrying on.
9	Cc1ccc(-c2nc(NC(=O)CSc3cc(C)c4ccccc4n3)ns2)cc1
10	COc1ccc(OC)c(-n2c(-c3cc(-c4ccc(F)cc4)n[nH]3)n[nH]c2=S)c1
11	Cc1cccc(-c2nc(CSc3nc4c(c(=O)[nH]3)CCC4)c(C)o2)c1
12	COc1ccc(C(=O)OCC(=O)N2CCC(C)CC2)cc1S(=O)(=O)N1CCOCC1
13	CC(=O)c1c(C)[nH]c(C(=O)COC(=O)c2c(-c3ccccc3)noc2C)c1C
14	COc1ccc(S(=O)(=O)N2CCOCC2)cc1NC(=O)COc1ccc(C)cc1
15	CCCCSc1cc(C)nc2ncnn12
16	Cn1cccc1CNC(=O)Nc1ccccc1

| Compound | 9 | 10 | 11 | 12 | 13 | 14 | 15 | 16 |
| --- | --- | --- | --- | --- | --- | --- | --- | --- |
| CHRM1 antagonist | -0.5 | 1.6 | -26.5 | -3.8 | -12.8 | -20.0 | -5.3 | -0.8 |
| CHO-K1 Ca PAM | -10.7 | -0.2 | 19.9 | -0.8 | 6.7 | 0.0 | 4.5 | 1.9 |
| TAAR1 ag | 0.3 | 0.9 | -1.8 | 1.9 | 7.7 | -0.3 | 4.6 | 3.6 |
| CHO-K1 Ca ag | 0.1 | 0.2 | 0.2 | 0.2 | 0.7 | 0.3 | -0.3 | -0.3 |
| CHO parental Ca | 0.3 | -27.3 | -15.1 | . | -22.1 | -5.4 | 0.3 | -13.0 |
| CHO-K1 Ca antag | 8.5 | -1.4 | -4.0 | 8.1 | -9.9 | -6.5 | -5.6 | 10.1 |
| M1 ag | -2.1 | -2.8 | 2.0 | -4.5 | -2.2 | -0.8 | -4.2 | -2.8 |
| OXTR potentiator | -2.7 | -2.3 | -7.3 | . | -4.8 | -7.2 | -10.3 | -3.0 |
| TAAR1 antag | -8.2 | -17.2 | -55.8 | -13.7 | 9.3 | 6.0 | 1.7 | 10.5 |

17	COc1cc(OC)nc(C(NC(=O)C2CCN(Cc3c[nH]c4ccccc34)CC2)c2ccc(Cl)cc2)n1 (stereo not drawn)
18	CCC(C(=O)NC1C(=O)N2C(C(=O)O)=C(CSc3nnc(C)s3)CSC12)c1ccccc1 (stereo not drawn)
19	COc1ccc(NC(=O)CCC2CCCC2)cc1OC
20	Cc1ccc(CCNC(=O)CC(C)CC2=NS(=O)(=O)c3ccccc3N2)cc1 (stereo not drawn)
21	O=C(Nc1ccc(S(=O)(=O)NCc2ccco2)cc1)c1ccc2ccccc2n1
22	COc1ccccc1-c1noc2c1C(=O)N(C(=O)OC(C)(C)C)CC2
23	O=C(O)CCCCCNC(=O)Nc1ccc2c(c1)OCCO2
24	C=C1C(=O)OC2C=C(CO)CCC=C(CO)CC(OC(=O)C(C)C)C12 (stereo not drawn)

| Compound | 17 | 18 | 19 | 20 | 21 | 22 | 23 | 24 |
| --- | --- | --- | --- | --- | --- | --- | --- | --- |
| CHRM1 antagonist | 16.4 | 0.7 | -9.9 | -6.4 | 15.9 | -9.6 | -13.3 | -14.1 |
| CHO-K1 Ca PAM | 3.7 | 6.3 | 15.3 | 18.2 | -2.7 | 19.6 | 9.1 | 10.1 |
| TAAR1 ag | 26.1 | 0.3 | 2.8 | 0.8 | 9.5 | -0.9 | 5.4 | 0.3 |
| CHO-K1 Ca ag | 3.9 | 0.5 | 0.9 | -0.5 | 2.2 | 0.6 | -0.3 | 1.2 |
| CHO parental Ca | . | -5.4 | -10.8 | -9.5 | 19.8 | . | -5.4 | . |
| CHO-K1 Ca antag | -2.7 | -13.4 | -5.7 | -17.9 | 5.4 | -7.9 | -4.7 | -6.1 |
| M1 ag | 7.0 | -2.7 | -2.4 | -9.5 | -1.2 | -4.2 | -0.6 | -3.6 |
| OXTR potentiator | . | -3.5 | -6.2 | -8.2 | -18.1 | . | -5.3 | . |
| TAAR1 antag | 28.0 | 0.3 | 13.3 | 1.4 | 69.7* | 2.1 | 1.1 | -19.5 |

Grouped by structure, the compounds so far with fluorine (5)
3	O=C(CCCn1c(=O)[nH]c2ccsc2c1=O)Nc1ccc(F)cc1
4	CC(C)[C@H](NC(=O)c1ccccc1F)C(=O)OCC(=O)NC(=O)NC1CCCCC1
5	CC(=O)Nc1ccc(NC(=S)Nc2ccc(F)cc2)cc1
7	CC(C)c1ccc(NC(=O)CNS(=O)(=O)c2ccc(F)cc2)cc1
10	COc1ccc(OC)c(-n2c(-c3cc(-c4ccc(F)cc4)n[nH]3)n[nH]c2=S)c1

| Compound | 3 | 4 | 5 | 7 | 10 |
| --- | --- | --- | --- | --- | --- |
| CHRM1 antagonist | -1.1 | 6.5 | -1.6 | -1.4 | 1.6 |
| CHO-K1 Ca PAM | -10.7 | -13.0 | 6.0 | 11.5 | -0.2 |
| TAAR1 ag | . | 7.2 | 2.0 | 6.9 | 0.9 |
| CHO-K1 Ca ag | 0.5 | 3.4 | -0.6 | 9.9 | 0.2 |
| CHO parental Ca | -5.1 | -17.0 | -4.4 | -7.8 | -27.3 |
| CHO-K1 Ca antag | -2.1 | -5.0 | 6.0 | -10.8 | -1.4 |
| M1 ag | 0.6 | 2.5 | -4.0 | -2.3 | -2.8 |
| OXTR potentiator | 4.6 | -7.2 | -5.7 | -13.8 | -2.3 |
| TAAR1 antag | . | 15.9 | 13.5 | -4.4 | -17.2 |

Screening results: PubChem BioAssay, The Scripps Research Institute Molecular Screening Center

The order is random; overall some 4.2% were active at least once.
